Tb PGK inh: T. brucei PGK inhibition | P07378 | PGK/GAPDH coupled, Kinase-Glo luminescence, 60 min | Potency, µM (series often up to 57.5 µM), without a hit: top-dose activity change, negative = inhibition, most hits filed as inhibitors | 380,000 tested, 0.043% active | AID 602233; also: % is scaled to controls: 0 for no effect and ±100 for the full control effect; nearly all actives have a fitted effect of over 60% in size
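Recombinant glycosomal PGK reaction used 1,3-bisphosphoglycerate generated in-well by GAPDH (100nM final) in 100mM TEA pH 7.6, 5mM MgCl2, 0.01% Tween-20. After 60 minutes at room temperature, ATP was read by Kinase-Glo Plus luminescence end-point.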
HP1b binding inh: inhibitors of HP1-beta chromodomain binding to methylated histone tails | P83916 | AlphaScreen HP1-beta / biotin-H3K9me3 peptide binding | Potency, µM (titrated, usually from 114 µM), for inactives: top-dose activity change, negative = inhibition, hits mostly inhibitors | 390,000 tested, 0.56% active | AID 540317; also: nearly all actives have a fitted effect of over 70% in size; inactives centre near 23
Target sequence (P83916 whole entry, looked up): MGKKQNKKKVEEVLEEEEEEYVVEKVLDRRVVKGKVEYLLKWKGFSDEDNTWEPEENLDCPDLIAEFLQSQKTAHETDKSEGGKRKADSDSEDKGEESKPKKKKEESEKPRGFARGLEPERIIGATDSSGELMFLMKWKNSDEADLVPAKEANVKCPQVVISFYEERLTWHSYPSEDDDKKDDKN
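AlphaScreen: HP1-beta (50 nM) preformed 30 min with biotin-H3(1-18)K9me3 peptide (50 nM) in PBS pH 7.4, 0.01% Tween-20. Compound added for 30 min at RT, then streptavidin donor/nickel chelate acceptor beads (10 ug/mL) for 30 min.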
GLS inh: inhibitors of human glutaminase (GLS); O94925; GLS enzymatic activity, qHTS titration; Potency, µM (top dose mostly 45.5 µM), without a hit: at the highest dose activity change, negative = inhibition, actives largely listed as inhibitors; 410,000 tested, 0.21% active; AID 624170; also: % is scaled to controls: 0 for no effect and ±100 for the full control effect
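Compounds were pin-transferred onto hKGA, after which L-glutamine (1 mM solution) and a detection mix of glutamate oxidase, HRP and Amplex Red were added. Initial and 30 min RT fluorescence reads were collected.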
rTrxR1 inhibitor: rat TrxR1 inhibition. Potency, µM (highest dose often 114 µM), inactives show at the top dose activity change, negative = inhibition, hits mostly inhibitors. O89049. AID 588453. recombinant rTrxR1, NADPH fluorescence consumption, selenite substrate. 390,000 tested, 1% active; also: % is scaled to controls: 0 for no effect and ±100 for the full control effect; nearly all actives have a fitted effect of over 65% in size
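Rat TrxR1 (90 nM in the dispensed reagent) was pre-reduced with 400 uM NADPH for 5 min at room temperature, then incubated with compound for 15 min. After 400 uM selenite was added, NADPH fluorescence (Ex 340/Em 450 nm) was followed for 8 min.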
JMJD2A Tudor: inhibitors of human JMJD2A Tudor domain; O75164; AlphaScreen JMJD2A-Tudor / H3K4me3 peptide binding; Potency, µM (doses to about 114 µM), for the others: top-dose activity change, negative = inhibition, most hits filed as inhibitors; 390,000 tested, 4.4% active; also: % is scaled to controls: 0 for no effect and ±100 for the full control effect; nearly all actives have a fitted effect of over 50% in size
ERG Ets-DNA blk: blocks human ERG Ets domain binding to DNA; fluorescence polarization, His-ERG Ets domain / labelled DNA; Potency, µM (titrated, usually from 76.9 µM), without a hit: top-dose FP activity, negative = inhibition, actives largely listed as inhibitors; 370,000 tested, 0.028% active; active = well fitted inhibition curve with a large enough effect in the polarisation, with a control signal flat; inconclusive = small, poorly fitted or top-dose-only effect, or effect the other way, or a change in a side signal; inactive = no such curve, though single readings can be large or run the other way; the % refers to the polarisation;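 also: polarization taken with two DNA probes labelled with fluorescein and Texas red; % of control where 0% means no effect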
Target sequence (P11308 whole entry, looked up, the tested form may be a part): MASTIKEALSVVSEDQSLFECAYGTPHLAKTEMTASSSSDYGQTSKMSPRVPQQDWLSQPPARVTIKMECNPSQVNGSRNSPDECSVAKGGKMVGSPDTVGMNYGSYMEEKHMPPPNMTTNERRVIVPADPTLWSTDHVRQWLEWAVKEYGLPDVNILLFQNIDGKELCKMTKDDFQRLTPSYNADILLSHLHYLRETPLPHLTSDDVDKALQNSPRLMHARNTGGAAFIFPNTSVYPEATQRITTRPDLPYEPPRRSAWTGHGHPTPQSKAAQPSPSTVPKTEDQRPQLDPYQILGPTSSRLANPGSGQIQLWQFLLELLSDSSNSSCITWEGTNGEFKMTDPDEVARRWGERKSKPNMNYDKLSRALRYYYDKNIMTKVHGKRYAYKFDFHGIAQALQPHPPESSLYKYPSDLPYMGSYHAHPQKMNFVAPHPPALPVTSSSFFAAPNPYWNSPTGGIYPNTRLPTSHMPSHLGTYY
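His-tagged ERG Ets domain (1 uM in the protein solution; 300mM KCl, 50mM Tris-HCl, 1mM EDTA, 1mM DTT, pH 7.5) received compound, then a probe mix of 5 nM fluorescein-DNA and 100nM Texas-615-DNA. Fluorescence polarization was read for both dyes.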
ALOX12 inh: ALOX12 (human) lipoxygenase inhibition; purified 12hLO, xylenol orange hydroperoxide absorbance; Potency, µM (highest dose often 108 µM), for the others: top-dose activity change, negative = inhibition, actives largely listed as inhibitors; 580,000 tested, 1.1% active; also: % is scaled to controls: 0 for no effect and ±100 for the full control effect
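Hydroperoxide product was detected by ferrous iron/xylenol orange as the 573 to 405 nm absorbance ratio. Arachidonic acid at 40 uM (final) was turned over for 30 min at room temperature by 150 nM human 12hLO, pH 7.0 Hepes buffer, after 15 min compound preincubation.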
RGS4 inh: human RGS4 inhibition; Transcreener GDP fluorescence polarization, RGS4-accelerated GTP hydrolysis; 390,000 tested, 0.039% active; Potency, µM (highest dose often 114 µM), for the others: at the top dose activity change, negative = inhibition, hits mostly inhibitors; also: % is scaled to controls: 0 for no effect and ±100 for the full control effect; nearly all actives have a fitted effect of over 75% in size; some results filed as inactive show a strong effect at the top dose
Target sequence (P49798 whole entry, looked up): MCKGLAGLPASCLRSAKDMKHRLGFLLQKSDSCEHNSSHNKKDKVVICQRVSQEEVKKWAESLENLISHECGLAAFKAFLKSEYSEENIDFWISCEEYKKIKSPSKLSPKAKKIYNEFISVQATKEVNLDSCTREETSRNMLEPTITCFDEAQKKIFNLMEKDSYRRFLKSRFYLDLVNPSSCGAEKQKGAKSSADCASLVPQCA
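MLSMR compounds (23 nl, pin-transferred) preincubated 10 min at room temperature with a 500nM (2x) first reagent, then RGS4 at 900nM (2x) plus Transcreener GDP mix added; fluorescence polarization (620/688 nm) read before and after 90 min at 30 °C.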
Pin1 inhibitor: inhibitors of human Pin1; 390,000 tested, 0.009% active; AID 504891; Q13526; Potency, µM (doses to about 115 µM), for the others: at the top dose activity, negative = inhibition, actives largely listed as inhibitors; Pin1 FP peptide displacement, HiFluor488, 10 min; active = well fitted inhibition curve with a large enough effect in the polarisation, with a control signal flat, not every such curve was filed as active; inconclusive = small, poorly fitted or top-dose-only effect, or effect the other way, or a change in a side signal; inactive = no such curve, though single readings can be large or run the other way; the % refers to the polarisation; also: % is scaled to controls: 0 for no effect and ±100 for the full control effect
Target sequence (Q13526 whole entry, looked up): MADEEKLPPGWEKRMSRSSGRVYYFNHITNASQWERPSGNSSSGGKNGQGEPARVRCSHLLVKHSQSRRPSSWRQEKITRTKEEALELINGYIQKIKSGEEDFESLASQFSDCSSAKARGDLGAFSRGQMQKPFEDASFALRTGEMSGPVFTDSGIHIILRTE
* hit, by the source's call; i = inactive; ? = inconclusive; . = no result given; & = joins results of further samples; [ ] = remark or other dose. Unless noted, calls follow the shape of the dose curve; as a rule, active = well fitted curve in the direction sought with a large enough effect; inconclusive = small, poorly fitted or top-dose-only effect, or another doubt; inactive = no such curve, though single readings can be large; an effect the other way counts as inactive or inconclusive. Potency is read from the fitted curve at half-maximal effect. A portion of the library; rates above refer to the full screens.

Second line of a record: Tb PGK inh	HP1b binding inh	GLS inh	rTrxR1 inhibitor	JMJD2A Tudor	ERG Ets-DNA blk	ALOX12 inh	RGS4 inh	Pin1 inhibitor
[1] CC[C@@]12C(=O)N(c3ccccc3)C(=O)N1[C@H](c1cccc(C)c1)[C@@H]1C(=O)N(Cc3ccccc3)C(=O)[C@@H]12
→ -3%	28%	1%	11%[57.1 µM]	-26%	14%	-7%	11%	-4%
[2] CCCCn1c(=O)c2oc3ccccc3c2n(CC(=O)Nc2cccc(Cl)c2)c1=O
→ i	37%	-16%	3%	-13%	-5%	-18%	15%	0%
[3] COc1ccc(C2=CC3=C(Br)C(=O)C(C)(OC(=O)c4ccco4)C(=O)C3=CO2)cc1 (centres undefined)
→ ?	?	-14%	50µM*	28µM*	27%	.	?	?
[4] Cc1ccc(NC(=O)CN2C(=O)c3ccccc3Sc3ccc(C(=O)N4CCCC4)cc32)cc1
→ -3%	7%	4%	21%[57.1 µM]	-9%	-11%	?	-25%	22%
[5] CCc1ccc(S(=O)(=O)NCCc2cn3ccc(C)cc3n2)s1
→ -6%	16%	5%	6%	-15%	-5%	-9%	13%	3%
[6] Cc1ccc2[nH]c3c(=O)n(CC(=O)NCCCN4CCN(c5ccc(F)cc5)CC4)ncc3c2c1
→ -4%&-5%	24%&54%	-7%&-2%	36%&19%	-23%&-6%	-3%&-3%	?	-2%&0%	-1%&-1%
[7] C[C@@](Cc1ccc(O)c(O)c1)(NN)C(=O)O
→ 3%	?	-17%&-1%	?	79µM*	-3%	?	42%	0%
[8] COc1ccc(NCc2nnc(SCC(=O)NCc3ccco3)n2-c2ccccc2OC)cc1
→ -1%	34%	-19%	-4%	-24%	-12%	25%	-39%	-3%
[9] CC(=O)c1ccc(NC(=O)Nc2ccc3snnc3c2)cc1
→ -11%	18%	1%	7%	-30%	0%	?	?	?
[10] COc1cccc(CC(=O)Nc2cc(S(=O)(=O)N3CCOCC3)ccc2N2CCN(C)CC2)c1
→ i	24%	1%	4%	-11%	-2%	-7%	2%	8%
[11] Cc1sc2ncnc(SCC(=O)NCC(C)C)c2c1C
→ -7%	47%[activator]	-2%	-14%	-9%	-5%	-5%	44%	6%
[12] O=C(CSCc1ccc(Cl)cc1)Nc1cc([N+](=O)[O-])ccc1O
→ -11%	-5%	0%	20%[57.1 µM]	-21%	2%	-9%	7%	9%
[13] CC(=O)OC1CCC2C3CCC4=C(CC(F)C(=O)C4)C3CCC12C (centres undefined)
→ -3%	25%	-6%	6%[57.1 µM]	-8%	-5%	?	15%	1%
[14] CC(=O)N1CCC(O)(c2cccc(C(F)(F)F)c2)CC1
→ .	19%	-5%	11%	-14%	.	24%	-3%	0%
[15] Cc1ccc(NC(=O)NC2CCCCC2)cc1Cl
→ -5%	19%	-1%	18%	-4%	2%	4%	-15%	-2%
[16] C[C@H]1CN[C@H](CCO)/C1=C\c1ccccc1
→ -11%	36%	-3%	-5%	-8%	11%	-14%	-9%	-7%
[17] O=C(Nc1ccc(S(=O)(=O)N2CCOCC2)cc1)C1CC1
→ -6%	20%	-2%	?	-5%	-16%	-4%	-9%	-1%
[18] Cc1ccc(CN(C)CC(=O)NC(C)c2ccccc2)cc1 (centres undefined)
→ -2%	33%[activator]	-5%	4%[57.1 µM]	6%	-9%	-15%	2%	1%
[19] COc1ccccc1-c1c(C)nn2c(N3CCC4(CC3)OCCO4)cc(C)nc12
→ -3%	19%	4%	-12%	-11%	-6%	2%	-22%	-5%
[20] O=C(O)CN(CCN(CC(=O)O)CC(=O)O)CCN(CC(=O)O)CC(=O)O
→ .	.	8%	-15%[57.1 µM]	.	.	-46%	-12%[56.9 µM]	.
[21] Nc1cc(=O)n(Cc2ccccc2)c(=O)n1-c1ccc(Cl)cc1
→ 5%	10%	4%	21%	0%	35%[activator]	0%	4%	2%
[22] CC(=NC1CCCC1)c1c(C)[nH]n(-c2nc3ccccc3s2)c1=O
→ 5%	38%[activator]	-4%	6%[57.1 µM]	-26%	0%	24%	-9%	64%[activator]
[23] CC1CCCN(S(=O)(=O)c2ccc3c(c2)c(=O)nc2ccccn23)C1 (centres undefined)
→ -8%&-5%	20%&23%	-14%&-5%	44%[activator]	-9%&-13%	-8%&-3%	-4%&-7%	7%&3%	1%&-1%
[24] COc1ccc(S(=O)(=O)N2CCCCCC2)cc1C(=O)N(C)Cc1ccc(OC)c(OC)c1OC
→ -8%	27%	1%	-8%	-8%	-6%	2%	13%	-6%
[25] Cc1c(C(=O)NC2CCCc3ccccc32)oc2ccc(S(=O)(=O)N3CCCC3)cc12 (centres undefined)
→ .	11%	8%	25%	-12%	.	-2%	25%	5%
[26] CCOc1ccc(-c2ccc(NS(=O)(=O)c3ccc([N+](=O)[O-])cc3)cc2)nn1
→ -12%	10%	5%	2%	-18%	8%	-25%	-3%	-3%
[27] COc1ccc(C(=O)Nc2ccc(S(=O)(=O)N3CCCC3)cc2)cc1
→ -7%	33%	-7%	28%[57.1 µM]	-9%[57.1 µM]	24%	-6%	-16%	0%
[28] O=S(=O)(NCc1ccccc1)c1ccccc1NCCc1ccccc1
→ 3%	109%[activator]	-1%	11%	40%[activator]	2%	-73%	21%	0%
[29] COC(=O)c1c(NC(=O)c2c(Cl)cnn2C)sc(C)c1C
→ .	23%	-4%	30%	-1%	-13%	-8%	-15%	-1%
[30] CCOc1ccc(S(=O)(=O)Nc2ccn(C)n2)cc1
→ -1%	27%	0%	9%	-10%	6%	61%[activator]	20%	-5%
[31] Cc1ccsc1C(=O)OCC(=O)NC1CCCC1
→ -3%	29%	0%	9%	-7%	4%	-20%	-5%	-2%
[32] O=C(COC(=O)c1cc(S(=O)(=O)N2CCOCC2)ccc1O)NCCc1ccccc1
→ -4%	26%	-2%	-18%	-10%	5%	-9%	-6%	-9%
[33] CCCC(C)C(=O)Nc1cc([N+](=O)[O-])ccc1Cl (centres undefined)
→ -7%	29%	1%	10%[57.1 µM]	3%	11%	-19%	-27%	3%
[34] COc1ccc(C2Oc3nc(SC)nnc3-c3ccccc3N2C(C)=O)cc1 (centres undefined)
→ 2%	14%	-3%	1%	-9%	0%	-11%	21%	1%
[35] Cc1ccc2[nH]c(=O)c(CN(CC3CCCO3)C(=O)c3ccncc3)cc2c1 (centres undefined)
→ -5%	9%	8%	-11%	-10%	-12%	18%	8%	3%
[36] COc1ccc(/C=C2\CCc3ccccc3C2=O)cc1OC
→ -4%	3%	-5%	-12%	-26%	-3%	-28%	10%	1%
[37] CCC(=O)Oc1ccc(C(=O)Nc2ccccc2C(=O)NCC(C)C)cc1
→ -7%	48%[activator]	-2%	34%	3%	-1%	4%	3%	1%
[38] COc1cccc(CN2CCNC(=O)C2CC(=O)N(C)CC2CCOCC2)c1OC (centres undefined)
→ 5%	16%	8%	-22%	1%	-10%	-1%	-5%	-1%
[39] O=C(NC1CCCC1)C(c1ccc(N2CCOCC2)cc1)N(C(=O)c1ccco1)c1ccccc1F (centres undefined)
→ -11%	-6%	5%	-10%[57.1 µM]	-22%	-6%	-19%	11%	?
[40] O=c1c(-c2ccc(O)cc2)coc2cc(OC3OC(CO)C(O)C(O)C3O)cc(O)c12 (centres undefined)
→ -9%	26%	13%	17%	-23%	-5%	-4%	0%	2%
[41] COc1ccc(C(=O)C2CCCN(Cc3ccc(Sc4nncn4C)o3)C2)cc1F (centres undefined)
→ -2%	34%	9%	4%[57.1 µM]	-22%	0%	-14%	23%	2%
[42] C/C(=N\NC(=O)CNc1ccc(F)cc1)c1cc2ccccc2o1
→ 9%	-16%	-14%	-7%	?	7%	10%	9%	1%
[43] COc1ccc(/C=N/OCC(=O)N2CC3(C)CC2CC(C)(C)C3)cc1 (centres undefined)
→ -5%	19%	-7%	-16%	-15%	.	1%	0%	5%
[44] CSc1ccc(/C=N/NC(=O)c2ccccc2Cl)cc1
→ -8%	13%	0%	-1%[57.1 µM]	-13%	-14%	7%	11%	-6%
[45] CCCC1(CCC)NC(=O)NC1=O
→ -9%	43%[activator]	-1%	7%	-11%	-9%	7%	1%	-2%
[46] C=CCn1c(-c2cccc3ccccc23)n[nH]c1=S
→ 2%	18%	.	-5%	19%	2%	0%	28%	-5%
[47] CCOc1ccccc1N1CC(c2nc3ccccc3n2CCOc2ccccc2)CC1=O (centres undefined)
→ 3%	37%	-5%	-1%	-16%	1%	-20%	-20%	-15%
[48] O=C(COC(=O)CCCc1nc2ccccc2s1)Nc1ncc(Cl)cc1Cl
→ -3%	10%	13%	5%[57.1 µM]	?	2%	?	-11%	-6%
[49] COC(=O)CN1C(=O)C(C)(C)c2cc(S(=O)(=O)Nc3ccc(C(C)C)cc3)ccc21
→ -7%	21%[57 µM]	5%	24%[57.1 µM]	-13%	-1%	?	0%	1%
[50] Cc1ccccc1NCCC(=O)Nc1ccc(F)cc1
→ -3%	-12%	10%	14%	-29%	6%	-11%	-5%	2%
[51] Cc1cc(OCC(O)CN2CCOCC2)cc(C)c1Cl (centres undefined)
→ 0%	18%	6%	16%[57.1 µM]	-17%	-3%	?	-4%	3%
[52] Cc1ccc(C2(C)NC(=O)N(CC(=O)Nc3ccc(-c4nc5ccc(C)cc5s4)cc3)C2=O)cc1 (centres undefined)
→ -7%	9%	3%	41%[activator]	-13%[11.4 µM]	10%	-23%	17%[11.4 µM]	53%[activator]
[53] CC(C)(CC(=O)O)CC(=O)O
→ -4%	35%	1%	9%[57.1 µM]	-18%	-4%	5%	-12%	-1%
[54] O=S(=O)(c1ccc2ncccc2c1)N1CCN(c2nc(-c3cccs3)nc3ccccc23)CC1
→ .	13%	.	9%	-31%	.	.	-10%	4%
